V-ATPase pH: alters yeast V-ATPase proton transport; S. cerevisiae, pHLuorin cytosolic pH fluorescence; response, % at 10 µM; hit rate 0.37% among 350,000; AID 504577; in the data active = response mostly above about 7.3%, no sharp cut-off; inactive = mostly below about 5.4%; note: actives read high; inactives centre near 0; some compounds called inactive have numbers as strong as hits; reference of the scale not given here
MOR-DOR inv ag: inverse agonist of human OPRM1-OPRD1 heterodimerization. P35372+P41143. cell-based MOR-DOR heterodimer luminescence, inverse agonism. inhibition, % at 9.3 µM. hit rate 0.21% among 340,000; in the data active = inhibition above about 22%, passing the limit was not always enough;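 note: 0% = cells with DMSO and 100% = wells without cells with DMSO; values of inactives mirror those of a sister screen read the other way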
Target sequence (P35372 whole entry, looked up): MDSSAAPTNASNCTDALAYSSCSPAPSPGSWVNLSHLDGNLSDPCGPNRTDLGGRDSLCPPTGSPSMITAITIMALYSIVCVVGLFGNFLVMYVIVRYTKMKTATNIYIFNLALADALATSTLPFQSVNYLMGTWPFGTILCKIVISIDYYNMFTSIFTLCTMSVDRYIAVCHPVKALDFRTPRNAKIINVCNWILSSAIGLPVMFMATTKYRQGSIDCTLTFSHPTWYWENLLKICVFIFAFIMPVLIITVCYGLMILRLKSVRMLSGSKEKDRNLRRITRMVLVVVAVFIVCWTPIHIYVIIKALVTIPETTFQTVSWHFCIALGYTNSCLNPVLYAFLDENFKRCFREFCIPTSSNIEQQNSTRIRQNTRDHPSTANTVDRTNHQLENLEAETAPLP
Target sequence (P41143 whole entry, looked up): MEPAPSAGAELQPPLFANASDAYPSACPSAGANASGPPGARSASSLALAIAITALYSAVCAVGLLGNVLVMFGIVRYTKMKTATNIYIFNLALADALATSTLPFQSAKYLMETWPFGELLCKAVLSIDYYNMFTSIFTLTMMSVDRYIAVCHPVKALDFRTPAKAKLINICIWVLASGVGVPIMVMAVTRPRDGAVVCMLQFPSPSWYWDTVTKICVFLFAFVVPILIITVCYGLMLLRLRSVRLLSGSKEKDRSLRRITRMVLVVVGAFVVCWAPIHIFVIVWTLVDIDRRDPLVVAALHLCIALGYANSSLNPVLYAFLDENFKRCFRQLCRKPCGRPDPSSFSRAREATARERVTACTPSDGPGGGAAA
LANA DNA inh: KSHV C-LANA DNA binding inhibition | MBP-C-LANA/FAM-LBS DNA binding, fluorescence polarization | inhibition, % at 9 µM | hit rate 0.078% among 340,000 | AID 504423;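 active = highest replicate inhibition at or above 60% at 9 µM, even if other replicates fall short; inactive = all replicates below 60% inhibition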;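 note: 0% = neutral control wells and 100% = 4 µM acridine orange control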
CAL PDZ FP: blocks peptide binding to the human CAL PDZ domain. Q9HD26. purified CAL PDZ, TMR-peptide fluorescence polarization, 1 h. inhibition, % at 24.9 µM. hit rate 0.92% among 300,000. AID 602252;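 active = mean inhibition of at least 30% with at least half of replicates also reaching 30%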;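 note: 0% = DMSO neutral control and 100% = excess unlabeled competitor peptide PRC23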
Keap1 Nrf2 FP: inhibitors of human Keap1-Nrf2 protein-protein interaction | Q14145 | Keap1 Kelch-Nrf2 peptide fluorescence polarization, 1536-well | inhibition, % at 9.4 µM | hit rate 0.15% among 340,000; in the data active = inhibition above about 12%;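 note: human Keap1 Kelch domain with fluorescein labeled Nrf2 9mer peptide probe; 0% = neutral control wells and 100% = peptide positive control; higher means more block of Keap1 binding to Nrf2 peptide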
HTR5A ag: HTR5A agonism, opioid heterodimer counter-screen | HTR5A agonist assay, luminescence, cell-based | activation, % at 9.3 µM | AID 504692 | hit rate 0.61% among 340,000; in the data active = activation mostly above about 9.5%, no sharp cut-off; inactive = mostly below about 7.6%;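 note: 0% = cells with vehicle only and 100% = reference agonist; strong numbers were not always called active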
Cardiac RTF inh: cardiac RTF calcium desensitization | P19429+P45379 | IANBD-labeled cardiac RTF, Ca2+ fluorescence | inhibition, % at 7.15 µM | hit rate 0.12% among 340,000 | AID 493244;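 active = inhibition above the mean inhibition of all tested compounds plus 3 SD, cut at about 17% in these data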;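 note: assay run at fixed EC70 calcium of 1.6 mM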
RTF Ca sens act: cardiac RTF calcium sensitization; activation, % at 7.2 µM; hit rate 0.24% among 340,000; IANBD-labeled TnC RTF fluorescence at EC20 calcium; 0% EC20 calcium, 100% full calcium; P19429+P45379;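 active = activation above the mean over all tested compounds plus 3 SD, cut at about 30% in these data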;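 note: rise in fluorescence read as greater calcium sensitivity of cardiac thin filaments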
HTR5A inv ag: HTR5A inverse agonism, opioid heterodimer counter-screen | HTR5A cell line, luminescence | inhibition, % at 9.3 µM | hit rate 0.083% among 340,000; in the data active = inhibition mostly above about 23%, no sharp cut-off; inactive = mostly below about 18%;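 note: 0% = cells with DMSO and 100% = no-cell wells with DMSO; some compounds called inactive have numbers as strong as hits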
OPRM1-OPRD1 ag: OPRM1-OPRD1 heterodimerization agonism; P35372+P41143; activation, % at 9.3 µM; AID 504326; hit rate 0.3% among 340,000; cells, luminescence; in the data active = activation above about 18%;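 note: 0% = vehicle-treated cells and 100% = reference agonist; values of inactives mirror those of a sister screen read the other way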
Active calls of the source: *; . = not tested or not shown.

SMILES	V-ATPase pH	MOR-DOR inv ag	LANA DNA inh	CAL PDZ FP	Keap1 Nrf2 FP	HTR5A ag	Cardiac RTF inh	RTF Ca sens act	HTR5A inv ag	OPRM1-OPRD1 ag
Cc1ccc(Cl)cc1N1CCN(C(=O)C(=O)N2CCCCC2)CC1	-1	19	0.2	-4	0	-1	-7	1	-4	-4.1
CCCN(CCC)CCCNC(=O)c1cc2c(=O)n(CC)c3ccccc3c2s1	1	21	-3.7	-2	-7	1	-4	5	-4	-4.5
COC(=O)c1sccc1NC(=O)c1c(-c2ccccc2)noc1C	2	-11	0.5	-2	4	4	-2	-2	15	1.9
CCc1ccc(-c2cc(C(F)(F)F)n3nc(C(=O)Nc4cnn(Cc5ccccc5C)c4)cc3n2)s1	-5	7	-0.2	.	3	0	-14	3	1	-1.3
CSc1ccc(-c2nnn(Cc3ccccn3)n2)cc1	-1	13	-1.6	5	1	2	-5	-1	-6	-3.1
O=C(CSc1nnc(Nc2ccccc2)s1)NC1CCS(=O)(=O)C1 (configuration not stated)	7	7	-2.0	-1	-1	-2	-2	-2	7	-1.4
O=C(COC(=O)c1cc(-c2cccs2)nn1-c1ccccc1)Nc1cc([N+](=O)[O-])ccc1Cl	-3	9	-0.2	-2	-5	-4	-5	-3	11	-1.4
Cc1noc(NS(=O)(=O)c2ccc(NS(=O)(=O)c3ccc(Cl)cc3)cc2)c1C	1	9	-0.9	-5	-1	0	5	5	0	-1.8
Cn1nnnc1SCC(=O)Nc1ccc2c(c1)OCCO2	-3	16	-0.1	.	0	-1	-14	-4	-12	-3.2
COc1ccc(/C=N/NC(=O)c2ccc3c(c2)NC(=O)C(C)(C)O3)cc1OC	1	-6	1.7	-5	2	4	2	-7	-12	0.8

Reprinted at random: 2 compounds from above
SMILES	V-ATPase pH	MOR-DOR inv ag	LANA DNA inh	CAL PDZ FP	Keap1 Nrf2 FP	HTR5A ag	Cardiac RTF inh	RTF Ca sens act	HTR5A inv ag	OPRM1-OPRD1 ag
CCc1ccc(-c2cc(C(F)(F)F)n3nc(C(=O)Nc4cnn(Cc5ccccc5C)c4)cc3n2)s1	-5	7	-0.2	.	3	0	-14	3	1	-1.3
Cn1nnnc1SCC(=O)Nc1ccc2c(c1)OCCO2	-3	16	-0.1	.	0	-1	-14	-4	-12	-3.2

Back to the main list; the two compounds before the break are reprinted first.
SMILES	V-ATPase pH	MOR-DOR inv ag	LANA DNA inh	CAL PDZ FP	Keap1 Nrf2 FP	HTR5A ag	Cardiac RTF inh	RTF Ca sens act	HTR5A inv ag	OPRM1-OPRD1 ag
Cn1nnnc1SCC(=O)Nc1ccc2c(c1)OCCO2	-3	16	-0.1	.	0	-1	-14	-4	-12	-3.2
COc1ccc(/C=N/NC(=O)c2ccc3c(c2)NC(=O)C(C)(C)O3)cc1OC	1	-6	1.7	-5	2	4	2	-7	-12	0.8
CCn1nnnc1-c1ccc(OC)c(S(=O)(=O)NCc2ccccc2)c1	8	13	1.3	2	-1	-7	4	-5	-3	-2.2
O=C(CSc1nnc2scc(-c3ccccc3)n12)Nc1nsc(-c2ccccc2)n1	-5	-6	-0.5	0	1	2	0	-4	-7	1.1
O=C(CN(c1ccc(Cl)cc1)S(=O)(=O)c1ccccc1)N1CCN(c2ccccc2)CC1	-4	-10	2.2	3	-3	-1	2	0	-3	1.9
COc1cccc(-c2nc(SC)nc3sc(C(=O)NC(C)(C)C)c(N)c23)c1	12	2	1.3	-3	-1	1	-7	14	-14	-0.5
CC(=O)c1ccc(N2CCN(C(=O)C3CCN(S(=O)(=O)c4ccc(F)cc4)CC3)CC2)cc1	-5	10	2.0	-3	-4	5	1	-1	12	-2.6
CCCC1(CCC)NC(=O)N(CC(=O)Nc2cccc(OC)c2)C1=O	3	14	-1.2	0	-2	-2	-3	1	-21	-2.6
Cc1ccccc1CSc1nnc(-c2ccncc2)o1	0	3	-0.4	-7	-3	-4	-9	2	10	-0.5
O=C(NCCN1CCCCC1)c1cccc2c1C(=O)c1ccc(N3CCCC3)cc1S2(=O)=O	1	15	-3.5	-1	-39	5	-20	14	17	-3.3
CC12CCC(C(=O)N(c3cccc(Cl)c3)C1=O)C2(C)C (configuration not stated)	-1	5	1.7	0	0	4	-11	13	20	-1.1
CCOC(=O)c1c(C)n(C)c2c(C)cc(O)c(OC(C)=O)c12	2	-7	0.2	-5	-2	6	4	2	-16	1.6
Cc1cc(C)c(S(=O)(=O)/N=C2/C=C(SCC(=O)O)C(=O)c3ccccc32)cc1C	-2	-39	1.3	-1	-32	-4	-6	-2	7	7.6
c1ccn2c(CNc3ncnc4sccc34)nnc2c1	-1	-1	0.1	-1	-1	5	-7	1	-11	0.2
O=C(COc1ccccc1)NNc1nc2c(F)cccc2s1	-1	0	0.6	.	-2	2	-9	1	4	0.0
CCc1ccc(NC(=O)Cn2cccc2)cc1	-1	18	1.0	-1	3	5	3	-3	0	-2.9
CNc1oc(C)nc1S(=O)(=O)c1ccc(C)cc1	-5	20	1.0	0	-3	8	6	0	-13	-3.9
CN1CCN(NC(=O)CSc2ccc(Cl)cc2Cl)CC1	1	20	0.2	1	-2	-1	-5	-9	3	-3.9
CC(=O)N/C(=C/c1ccc2c(c1)OCO2)C(=O)NC(Cc1ccccc1)C(=O)O (configuration not stated)	-1	17	-23	.	1	3	-1	-3	-5	-3.4
Cn1c(Cc2cccs2)nnc1SC/C=C/c1ccccc1	2	12	0.6	-1	0	16	2	6	-45	-2.2
COc1cc(-c2noc(C)c2C(=O)NCCCN2CCOCC2)cc(OC)c1OC	1	9	3.7	0	3	-5	-1	0	-32	-1.7
Nc1ccc(-c2sc(N)nc2-c2ccccc2)cc1	2	-6	1.2	-3	6	-1	0	-2	-14	1.0
CCCCNC(=O)c1onc(CSc2ccc(Cl)cc2)c1C(=O)O	1	17	1.1	-5	-1	-3	3	-5	0	-3.7
CCCOc1ccc(/C(O)=C2\C(=O)C(=O)N(c3ccccn3)C2c2ccccc2F)cc1C (configuration not stated)	10	-9	12	-2	-1	-1	-7	-3	4	1.9
CCS(=O)(=O)c1ccc2c(c1)N(S(C)(=O)=O)CC(C(=O)NCc1ccccc1OC)O2 (configuration not stated)	-2	-9	-1.1	-3	-4	5	0	-9	-1	1.5
CCOc1cccc2cc(C(=O)N3CCc4ccccc43)c(=O)oc12	-1	10	-1.3	-21	-4	0	-7	-3	0	-1.9
O=C1N/C(=C\c2ccc(O)cc2)C(O)=C1C=NCc1ccccc1	1	-14	0.1	14	3	-7	-7	0	25	2.4
CC(=O)N1CCN(C(=S)NCCc2ccccc2)CC1	8	17	0.8	0	-4	0	-9	-2	-1	-3.4
O=C(Nc1ccccc1C(=O)N1CCOCC1)c1ccc(Cl)cc1	-1	-7	-0.3	-2	4	4	3	-4	6	1.0
O=C1[C@H]2[C@H](ON3CCCC[C@H]23)C(=O)N1c1cccc(C(F)(F)F)c1	-1	2	0.2	0	-6	0	-5	2	0	-0.5
COc1ccc(N2CCN(C(=O)CN3C(=O)NC4(CCCCCC4)C3=O)CC2)cc1	-3	9	1.6	59*	2	3	0	-2	-8	-2.4
O=C(CS(=O)CC(=O)NC12CC3CC(CC(C3)C1)C2)Nc1ccc(F)cc1 (configuration not stated)	7	11	0.1	-3	-2	0	6	-6	0	-1.7
CCOC(=O)N1CCN(C(=S)NCCOC)CC1	5	11	-0.6	1	1	4	-7	-2	5	-2.2
CCN(C(=O)COC(=O)/C=C/c1ccccc1[N+](=O)[O-])C1CCS(=O)(=O)C1 (configuration not stated)	3	13	2.2	0	1	-3	-3	5	8	-2.8
Cn1cccc1C(=O)OCC(=O)NC1CCS(=O)(=O)C1 (configuration not stated)	-1	8	0.7	-1	0	-2	-3	-3	7	-1.5
CCc1cc(=O)oc2cc(OCC(=O)NCCN3CCOCC3)c(Cl)cc12	1	7	-0.9	-4	-5	-3	-2	-8	9	-1.4
CN(C)CCOc1ccc(/C(=C(/CCCl)c2ccccc2)c2ccccc2)cc1	-1	-44	-1.0	-2	4	10	-3	7	-15	7.9
CN1OC[C@@H]2CN(C(=O)C(C)(C)C)[C@H](c3cccc(N4CCOCC4)c3)C[C@@H]21	-1	13	-2.1	0	1	0	-3	2	1	-2.7
CCN(C(=O)c1c(N)cnn1C)c1ccccc1	2	4	-0.2	-4	3	0	-1	-3	35	-0.8
Cc1cc(C)c2cc(C(c3nnnn3CC3CCCO3)N3CCN4CCCC4C3)c(=O)[nH]c2c1 (configuration not stated)	2	5	0.1	-5	-7	-7	1	3	-1	-0.9
N#CC(C#N)=C(N)Nc1cccc(Cl)c1	1	1	-1.0	-8	-3	0	-20	4	10	-0.1
CCC(C)[C@@H](C(=O)NCC1CCC(C(=O)O)CC1)n1nnc2ccccc2c1=O (some centres not stated)	-1	8	2.2	-4	-1	2	1	1	-5	-1.4
Cc1cccc(C(=O)OCC(=O)NCC(C)C)c1O	8	11	-1.6	-5	0	-2	-4	1	4	-2.1
CN(CC1CCCN(CCc2ccc(F)cc2)C1)C(=O)CCC(N)=O (configuration not stated)	-2	13	1.6	1	-2	-4	-10	8	15	-2.7
O=C(NCCCNC(=O)c1cnccn1)c1ccc(Cl)cc1	0	12	-0.7	0	1	2	-5	-4	6	-2.0
Cc1ccccc1NC(=O)C1=CC=CN2CCS(=O)(=O)N=C12	-2	17	-0.9	-1	-1	0	-1	1	0	-4.3
C/C(=N\NC(=O)Cc1ccc(O)cc1)c1cccnc1	2	0	1.1	-3	-7	3	-8	-2	-7	0.1
CCOc1ccccc1CNC(=O)C1CCCN(c2nnc(C)c3c(C)n(-c4ccccc4)nc23)C1 (configuration not stated)	3	-16	2.8	-4	1	5	-14	1	-20	3.2
COc1ccc(NS(=O)(=O)c2cc(NC(=O)c3ccc(Cl)cc3)ccc2N2CCOCC2)cc1	1	3	1.6	-2	-5	-2	-3	2	7	-0.6
CC(=O)c1ccc(OCC(=O)NCC(c2ccco2)N2CCCCC2)cc1 (configuration not stated)	-1	5	-0.1	-2	-2	0	1	2	-8	-0.9
CN1CCN(CC#CCn2c3ccccc3c3ccccc32)CC1	8	-14	1.1	-1	6	2	-4	-1	-6	2.6
O=C(CN(C(=O)CCC(=O)Nc1nccs1)c1ccccc1F)NCC1CCCO1 (configuration not stated)	1	5	-1.8	6	-2	2	-9	7	-4	-1.2
(continued)
SMILES	V-ATPase pH	MOR-DOR inv ag	LANA DNA inh	CAL PDZ FP	Keap1 Nrf2 FP	HTR5A ag	Cardiac RTF inh	RTF Ca sens act	HTR5A inv ag	OPRM1-OPRD1 ag
CC(=O)Oc1cccc(N2C(=O)c3ccc(C(=O)O)cc3C2=O)c1	3	10	0.8	-5	-6	0	5	-2	30	-2.1
COc1ccccc1NC(=O)CN1CCN(S(=O)(=O)c2ccc(Br)cc2)CC1	-1	15	6.1	-5	-3	1	-5	-4	-3	-2.9
Cc1ccc(CN2CCN(Cc3nc4ccccc4nc3C)CC2CCO)cc1 (configuration not stated)	-1	18	-0.8	-3	-1	2	-2	-2	-15	-3.5
COc1ccc(-c2csc(N(CCCN(C)C)C(=O)c3ccccc3C)n2)cc1	1	-1	-1.6	.	-2	2	-10	2	10	0.2
Cc1cc(NC(=O)CCC(=O)N(Cc2ccco2)C2(C(=O)NC3CCCC3)CCCCC2)no1	-5	-5	-1.3	.	-3	-1	-2	-2	1	0.7
CC1=C(C(=O)OCC2CCCO2)C(c2coc3ccc(Cl)cc3c2=O)C2=C(CCCC2=O)N1 (configuration not stated)	0	-4	-0.4	.	-2	2	-5	4	-12	0.7
Cc1cc(NC(=O)c2ccccc2C)n(-c2cccc(F)c2)n1	2	15	-1.6	7	-5	4	-4	-5	-13	-3.3

Assay outcomes deposited in PubChem BioAssay by several laboratories.
